# Assay outcomes from PubChem BioAssay.
# TDP1 cell noCPT: qHTS for Inhibitors of human tyrosyl-DNA phosphodiesterase 1 (TDP1): qHTS in cells in absence of CPT | DT40 Tdp1-/- hTDP1 cells, no CPT, ATP luminescence, 48 h | AID 686978, 2013 | Potency, µM (series often up to 46.2 µM), inactives show at the highest dose activity change, negative = growth inhibition, actives largely listed as inhibitors | 15% of 420,000 active; note: nearly all actives have a fitted effect of over 55% in size
#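 DT40 Tdp1-/-;hTDP1 cells, no CPT (DMSO vehicle only), 400 cells/well; compounds pin-transferred; ≥48 hr, 37 °C; CellTiter-Glo 30 min RT dark, luminescence read.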
# DT40 TDP1 CPT: DT40-hTDP1 cell growth loss with CPT. chicken DT40 Tdp1-/-;hTDP1 cells + 20 nM CPT, ATP luminescence, 48 h. Potency, µM (highest dose often 46.2 µM), for the others: at the highest dose activity change, negative = growth inhibition, actives largely listed as inhibitors. 12% of 420,000 active. AID 686979; note: nearly all actives have a fitted effect of over 55% in size
#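 Cell growth measured by CellTiter-Glo luminescence after a minimum 48 h, 37 C compound exposure with 20 nM CPT in Tdp1-knockout DT40 cells stably expressing hTDP1, seeded 400/well; qHTS titration format.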
# TDP1 inh: TDP1 (human) enzyme inhibition; 0.28% of 350,000 active; Q9NUW8; recombinant TDP1, AlphaScreen DNA substrate cleavage; Potency, µM (titrated, usually from 130 µM), for the others: at the top dose activity change, negative = inhibition, actives largely listed as inhibitors; note: nearly all actives have a fitted effect of over 40% in size
# Target sequence (Q9NUW8 whole entry, looked up): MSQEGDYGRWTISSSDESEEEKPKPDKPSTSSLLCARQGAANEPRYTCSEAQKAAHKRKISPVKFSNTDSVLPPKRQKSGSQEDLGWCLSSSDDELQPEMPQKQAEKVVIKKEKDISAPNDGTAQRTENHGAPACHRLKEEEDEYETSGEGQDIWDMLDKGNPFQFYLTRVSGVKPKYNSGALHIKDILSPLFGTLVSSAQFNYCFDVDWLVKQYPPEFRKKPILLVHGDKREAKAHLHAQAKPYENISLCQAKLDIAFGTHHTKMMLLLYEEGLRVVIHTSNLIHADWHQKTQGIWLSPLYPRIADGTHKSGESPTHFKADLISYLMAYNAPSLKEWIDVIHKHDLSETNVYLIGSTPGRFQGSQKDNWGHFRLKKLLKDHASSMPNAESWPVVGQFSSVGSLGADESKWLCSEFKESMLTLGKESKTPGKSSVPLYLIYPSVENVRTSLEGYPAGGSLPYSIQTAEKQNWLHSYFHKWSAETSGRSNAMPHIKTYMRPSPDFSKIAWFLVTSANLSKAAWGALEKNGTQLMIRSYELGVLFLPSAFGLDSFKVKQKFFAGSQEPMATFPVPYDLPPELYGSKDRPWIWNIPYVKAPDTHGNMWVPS
#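 Recombinant E. coli-expressed Tdp1 (1 nM) preincubated with compound 15 min at RT, then 5'-biotin/3'-phosphotyrosine-FITC DNA substrate (15 nM) added for 5 min. AlphaScreen beads (10 ug/ml) added, 10 min RT; tyrosine-FITC cleavage read as signal loss.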
# * marks the source's active call; other numbers are inactive results; ? = inconclusive; / = not tested or not shown; ! = not active in a repeat; [ ] = dose if it differs, or a comment. Calls come from the whole dose curve; as a rule, active = well fitted curve in the direction sought with a large enough effect; inconclusive = small, poorly fitted or top-dose-only effect, or another doubt; inactive = no such curve, though single readings can be large; an effect the other way counts as inactive or inconclusive. % is set by controls: 0 for no effect and ±100 for the full control effect; potency is the fitted concentration of half-maximal effect.
# Preview:
SMILES,TDP1 cell noCPT,DT40 TDP1 CPT,TDP1 inh
CC(C)Cn1c(=O)c2c(nc3n2CCCN3CCc2ccccc2)n(C)c1=O,15µM*,16µM*,3%
CCN1CCCC1CNC(=O)c1cnn(-c2nccc(-c3ccccc3F)n2)c1C (stereo not given),-19%,-2%,/
CC1CN(C(=O)COC(=O)/C=C/c2ccc(C(F)(F)F)cc2)CC(C)O1 (stereo not given),3%,-2%,1%
Cc1ccc(-c2noc(C3CCCN(C(=O)c4cccc(F)c4)C3)n2)cc1 (stereo not given),29µM*,?,5%
CC(C)(C)NC(=O)c1nc2nc(-c3ccccc3)cc(C(F)(F)F)n2n1,7%,14%,5%
Cc1cccc(N2CN(Cc3ccco3)CNC2=S)c1C,9%,-2%,4%

# All compounds of this part, from the start:
SMILES,TDP1 cell noCPT,DT40 TDP1 CPT,TDP1 inh
CC(C)Cn1c(=O)c2c(nc3n2CCCN3CCc2ccccc2)n(C)c1=O,15µM*,16µM*,3%
CCN1CCCC1CNC(=O)c1cnn(-c2nccc(-c3ccccc3F)n2)c1C (stereo not given),-19%,-2%,/
CC1CN(C(=O)COC(=O)/C=C/c2ccc(C(F)(F)F)cc2)CC(C)O1 (stereo not given),3%,-2%,1%
Cc1ccc(-c2noc(C3CCCN(C(=O)c4cccc(F)c4)C3)n2)cc1 (stereo not given),29µM*,?,5%
CC(C)(C)NC(=O)c1nc2nc(-c3ccccc3)cc(C(F)(F)F)n2n1,7%,14%,5%
Cc1cccc(N2CN(Cc3ccco3)CNC2=S)c1C,9%,-2%,4%
CC1=C(C(=O)Nc2ccccc2)C(c2ccc(C(C)C)cc2)N2C(=O)CSC2=N1 (stereo not given),-6%,8%,-3%
N#CC1(NC(=O)CN2c3cccc4cccc(c34)S2(=O)=O)CCCCC1,-28%,-13%,-21%
CCOc1ccc(S(=O)(=O)N2CCC(C(=O)NCc3ccccc3CN3CCCC3)CC2)cc1,-12%,-17%,2%
Brc1cccc(-c2nnc3sc(CN4CCC5(CC4)OCCO5)cn23)c1,?,?,0%
Cc1nn(CC(=O)NC2C(=O)N3C(C(=O)O)=C(CSc4nnnn4C)CSC23)cc1Br (stereo not given),21%,-18%,/
Cc1cc(C(=O)CN2C(=O)c3cccc(N)c3C2=O)c(C)n1Cc1cccs1,21µM*,?,-6%
O=C(CCc1nc2ccccc2c(=O)[nH]1)Nc1ccc(F)cc1,?,?,2%
CC(C(=O)NCCSCc1cccc(Cl)c1)N(c1ccccc1)S(C)(=O)=O (stereo not given),13µM*!,21µM*!,/
OC[C@H]1OC(O)[C@@H](O)[C@@H](O)[C@@H]1O (stereo not given in full),29%,9%,2%
CN1CCC(=NNC(=O)C(=O)NCc2ccccc2)CC1,-4%,0%,2%
CCN(CC)C(=O)Cc1c(O)c2ccccc2[nH]c1=O,3%,-14%,5%
CCCSc1nc2sc3c(c2c(=O)n1-c1ccc(C)cc1)CCCC3,9.2µM*,?,0%[12.3 µM]
C=CCn1c(SCC(=O)NC(=O)NC2CCCC2)nnc1C1CCCCC1,-23%,-2%,-4%
CC(C)Cc1nnc(NC(=O)CCC(=O)N2CCN(c3ccccc3F)CC2)s1,-2%,-18%,1%
CCCS(=O)(=O)c1c(S(=O)(=O)CCC)c2ccc(C(N)=O)cn2c1C(=O)c1ccc(F)cc1,-3%,4%,5%
Cc1cc(=O)oc2c(C)c(OCC(=O)NCCc3ccc(S(N)(=O)=O)cc3)ccc12,2%,-9%,5%
Cc1noc(C)c1C(=O)Nc1ccc(F)cc1F,-5%,-2%,0%
O=C(NCc1nc2ccccc2[nH]1)C1=C[C@H](C2CCCCC2)C[C@H](OCc2ccc(CO)cc2)O1,16µM*,12µM*,6%
COc1cccc(C2CC(c3ccc(Br)cc3)=NN2C(=O)c2ccncc2)c1OC (stereo not given),?,?,6%
NC(=O)COC(=O)c1ccc(Cl)c(S(=O)(=O)N2CCCCCC2)c1,-18%,6%,5%
Clc1cccc(-c2ccc(/C=N/n3cnnc3)o2)c1,-2%,3%,7%
CCOCc1nnc(NC(=O)COc2ccc3c(c2)OCO3)s1,-26%,17%,4%[0.0935 µM]
O=C(NNC(=O)c1ccncc1)Nc1ccc(Cl)cc1,-10%,-6%,/
CCCCOc1ccc(C(=O)NCC(=O)N2CCN(C(=O)c3ccco3)CC2)cc1,-4%,8%,-3%
COCCn1c(CN2CCC(Cc3ccccc3)CC2)nc2c1c(=O)n(C)c(=O)n2C,7.3µM*,8.2µM*,3%
O=C(COC(=O)CNC(=O)c1ccccc1F)Nc1ccc2c(c1)OCO2,-3%,0%,0%[56.1 µM]
FC(F)(F)c1ccc(Oc2ccc3ccccc3c2Br)nc1,-3%,0%,1%
CC1(C)C(N(O)C(=O)Nc2ccccc2)N(c2cccc(Cl)c2)C(=O)N1O (stereo not given),?,-6%,0%
COc1ccc(C2=CC(=O)CCC2)cc1,1%,9%,/
O=C(NNc1nc2ccccc2s1)C1CC1,-3%,-7%,3%
Cc1ccc(Cn2c(C)c3cnn(CC(=O)NCCN4CCOCC4)c(=O)c3c2C)cc1,-3%,-3%,/
C=CCc1ccc(OCCCCOc2ccc(C(=O)O)cc2)c(OC)c1,1%,8%,-8%
Cc1nnc2sc(-c3ccc(N(C)C)cc3)nn2c1=O,?,-27%,/
CCC1(C)CC(C#N)(C#N)C(=O)NC1=O (stereo not given),15%,6%,/
CCOC(=O)N1CCN(c2nc(C)c3c(n2)CCCC3=O)CC1,?,-6%,6%
CC(NCCN(C)C)C1CCC2C3CCc4cc(O)ccc4C3CCC12C (stereo not given),1.6µM*,?,/
COC(=O)NNC(=O)c1cccc(C)c1,-13%,-5%,5%
Cc1ccc2nc3c(cc(C#N)c(=O)n3-c3nnc(SCc4ccccc4Cl)s3)c(=O)n2c1,-7%,-10%,0%
O=C1CCCCC1Nc1ccc(Cl)cc1 (stereo not given),-20%,-17%,/
Cc1c(C)n(CCCN(C)C)c2ncnc(NC3CCCCC3)c12,?,?,/
COc1ccc(C(O)(C(=O)NNc2ccc(C)cc2)c2cccs2)cc1 (stereo not given),-2%,6%,6%
Cc1occc1C(=O)N1CCCC(Nc2ccc(F)c(F)c2)C1 (stereo not given),10%,-1%,2%
COc1cc(C(=O)N[C@H](C(=O)Nc2nnc(C3CC3)s2)C(C)C)cc(OC)c1OC,-17%,-9%,5%
CCC(=O)N1CC2(CC(c3cccc([N+](=O)[O-])c3)=NO2)C[C@H]1C(=O)NCC(N)=O (stereo not given in full),-2%,-4%,2%
C=CCn1c(SCc2ccc(C#N)cc2)nnc1-c1ccccc1,-3%,-19%,3%
O=[N+]([O-])c1ccccc1S(=O)(=O)NCCSc1ccccc1,-25%,8%,6%
CCCC(=O)N(Cc1cc(=O)[nH]c2ccccc12)c1ccccc1C,-21%,8%,/
CCOc1ccc(NC(=S)N(CCOC)C2CCN(C(C)C)CC2)cc1,-33%,2%,/
Cc1ccc(C)c(-n2nnnc2SCC(=O)Nc2c(C)n(C)n(-c3ccccc3)c2=O)c1,-23%,-18%,0%
O=C(Cc1csc(Nc2nc(=S)[nH]c3ccccc23)n1)NCc1ccc(Cl)cc1,?,?,4%
O=C(CNC1=NCCC1)c1ccc2c(c1)OCCO2,18µM*,?,0%
COc1cc(C)cc(C(=O)C=Cc2ccccc2)c1O,?,?,/
O=C(N/N=C/c1ccco1)c1cc(-c2ccc(Cl)s2)[nH]n1,0%,-2%,3%
O=c1cc(-c2ccccc2)[nH]n1-c1nc2ccccc2[nH]1,?,?,11%

# Single records, as listed above.
# Results for O=C(Cc1csc(Nc2nc(=S)[nH]c3ccccc23)n1)NCc1ccc(Cl)cc1 → TDP1 cell noCPT: ?; DT40 TDP1 CPT: ?; TDP1 inh: 4%
# Results for Cc1c(C)n(CCCN(C)C)c2ncnc(NC3CCCCC3)c12 → TDP1 cell noCPT: ?; DT40 TDP1 CPT: ?; TDP1 inh: /

# Part of the list above, showing only DT40 TDP1 CPT:
SMILES,DT40 TDP1 CPT
COC(=O)NNC(=O)c1cccc(C)c1,-5%
Cc1ccc2nc3c(cc(C#N)c(=O)n3-c3nnc(SCc4ccccc4Cl)s3)c(=O)n2c1,-10%

# New compounds follow:
SMILES,TDP1 cell noCPT,DT40 TDP1 CPT,TDP1 inh
CCOc1ccc(Nc2nc3c(c(=O)[nH]2)CCC3)cc1,-4%,?,3%
C=CCOc1ccc(C=Nc2ccc(Cl)cc2)c(O)c1,2%,-4%,2%
Cc1ccc(C)c(NC(=S)NCc2ccc3[nH]c4c(c3c2)CCCC4)c1,?,?,11%
N=C1C(=O)OCC1c1ccccc1NC(=O)CN1CCOCC1 (stereo not given),-17%,-7%,-3%
CCCCn1cc(S(=O)(=O)c2ccc(CC)cc2)c(=O)c2cc(F)c(N3CCCC(C)C3)cc21 (stereo not given),23µM*,23µM*,0%
CCCCN(C)CCCNC(=O)c1cn(C)c2ccc(S(=O)(=O)N(C)C3CCCCC3)cc2c1=O,?,-28%,4%
CCCNC(=O)CN1C(=O)NC(c2ccccc2)(c2ccccc2)C1=O,2%,10%,3%
O=C(CCc1ccc(Oc2cc([N+](=O)[O-])cc([N+](=O)[O-])c2)cc1)N1CCCCCC1,?,18µM*,3%
NC(=O)NCCc1ccccc1,-2%,0%,/
CC(=O)Oc1c(C)c(OC(C)=O)c2c(c1C(C)=O)OC1CC(=O)C(C(C)=O)=C(O)C21C (stereo not given),?,?,5%
COC(=O)c1c(NC(=O)C2CC(=O)NN2Cc2ccccc2)sc(C)c1C (stereo not given),-18%,-12%,4%
COc1ccc(NC(=O)c2coc3ccccc23)cc1OC,-12%,-7%,-5%
CCn1c(C(=O)N2CCCC(C(=O)NCCCc3ccccc3)C2)cc2sccc21 (stereo not given),?,21µM*,5%
Cc1ccc2nc(-c3ccc(NC(=O)COC(=O)c4ccc(=O)[nH]c4)cc3)sc2c1,-21%,-11%,5%
C=CC[C@@H](CC(=O)N[C@@H](CO)Cc1ccccc1)C(=O)N[C@@H](C)COC(=O)[C@@H](CC=C)Cc1ccc(F)cc1,?,-28%,0%
CC(C)(C)OC(=O)[C@H](Cc1ccccc1)NC(=O)c1[nH]cnc1C(=O)Nc1cccc(Cl)c1,?,?,4%
CCOc1ccc(CN(C)CC(=O)Nc2ccc(N3CCOCC3)cc2)cc1OC,2%,4%,2%
O=C(NC(=S)Nc1cc(S(=O)(=O)N2CCOCC2)ccc1N1CCOCC1)c1ccco1,?,-29%,3%
Cc1cc(-c2ccccc2)nc(N(C)NC(=O)C2CC2)c1S(C)(=O)=O,-11%,-2%,0%
O=C(CCCC(=O)NN=Cc1ccc(Cl)cc1Cl)NN=Cc1ccc(Cl)cc1Cl,?,-14%,/
COc1ccc(-c2csc(Cc3nnc(N4CCOCC4)n3-c3ccccc3)n2)cc1OC,?,-10%,3%
CN1C(=O)NC(c2ccc(Cl)cc2)C2=C1CC(C)(C)CC2=O (stereo not given),-2%,14%,/
CCOc1cccc(C2c3[nH]c4ccccc4c3CCN2C(=O)CCC2CCCC2)c1 (stereo not given),?,?,0%
Cc1nnsc1C(=O)N1CCCC(C)(C(=O)NS(=O)(=O)C2CC2)C1 (stereo not given),?,?,/
C=C(C)Cn1c(=O)c2c(nc3n2CCN3c2ccc(CC)cc2)n(C)c1=O,?,-28%,1%
O=C(C[n+]1cc(-c2ccc(F)cc2)n2c1CCC2)N1c2ccccc2Sc2ccccc21,13µM*,15µM*,3%
Cc1occc1C(=O)NCc1ccco1,1%,-8%,/
CN1CCN(CCCNC(=O)CN2C(=O)COc3ccccc32)CC1,-16%,3%,/
COC(=O)Cc1csc(/N=C/c2c(O)n(-c3cccc(C(F)(F)F)c3)c(=O)c3ccccc23)n1,16µM*,6.5µM*,-3%
Cc1ccccc1Nc1c([N+](=O)[O-])ccc2nonc12,-9%,5%,/
